Screening results deposited in PubChem by Broad Institute.
C2C12 statin = suppressors of statin myotoxicity in C2C12 myotubes, primary screen, cell-based, single point, plate reader; C2C12 myotubes + simvastatin, ATP luminescence, 48 h; scaled: DMSO 0, geranylgeraniol control 100; 0.78% of 330,000 active; rescue of ATP level, % at 7.49 µM;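 active = mean ATP rescue above about 67%, or every replicate alone reaching that limit, limit read from the data, passing the limit was not always enough; inconclusive = no clear call, values can overlap the other calls; inactive = mean under the limit and some replicate under it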;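 note: myotubes were challenged with 10 µM simvastatin during compound exposure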
S100A4 inh HTS = inhibitors of S100A4-myosin IIA peptide binding, primary screen, biochemical, fluorescence polarization, TAMRA-MyoIIA peptide. inhibition, % at 10.7 µM. Protein S100-A4 (Homo sapiens), P26447. 0.14% of 360,000 active;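 active = mean inhibition of at least 70% across replicates, with every replicate also reaching that level; inconclusive = mean inhibition reaches 70% but some replicates fall short; inactive = mean inhibition below 70%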
Target sequence (P26447 whole entry, looked up): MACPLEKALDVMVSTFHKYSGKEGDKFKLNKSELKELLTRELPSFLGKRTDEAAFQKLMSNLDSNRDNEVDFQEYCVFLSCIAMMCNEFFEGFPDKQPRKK
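Assay system: human S100A4 monomer with TAMRA-labelled myosin IIA peptide / Buffer or medium: Calcium-containing HEPES buffer, pH 7.2 / Reagent: TAMRA-labelled myosin IIA heavy-chain peptide probe, 5 nM / Compound: one dose per compound / Timing: polarization read 5 min after assay mix addition, stable 5–60 min / Benchmarks: neutral control DMSO, positive control TFP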
DENV2 CPE rescue = inhibitors of DENV2 cytopathic effect, primary screen, cell-based, plate reader, single concentration. DENV2-infected cells, cytopathic effect rescue. CPE inhibition, % at 9.99 µM. 1.7% of 350,000 active. AID 651640, 2012; in the data active = CPE inhibition above about 20%, passing the limit was not always enough; inconclusive = no clear call, values can overlap the other calls; tested in BHK-21 cells;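 note: 0% = median of neutral control wells and 100% = median of positive control wells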
PglD DTNB = C. jejuni PglD acetyltransferase inhibitors, primary screen, biochemical, DTNB colorimetric, single point; UDP-N-acetylbacillosamine N-acetyltransferase PglD (Campylobacter jejuni); purified PglD enzyme, DTNB colorimetric CoA detection; inhibition, % at 12.5 µM; 0.098% of 360,000 active; AID 602405, 2012; in the data active = inhibition above about 16%, passing the limit was not always enough; inconclusive = no clear call, values can overlap the other calls; note: strong numbers were not always called active
SIRT5 inh = SIRT5 desuccinylase inhibitors, primary screen, biochemical, fluorescence imaging, single point, set 5. inhibition, % at 15 µM. Purified SirT5, succinyl-peptide AMC, trypsin-coupled fluorescence. 1.1% of 330,000 active. NAD-dependent protein deacylase sirtuin-5, mitochondrial (Homo sapiens), Q9NXA8. AID 652115, 2013; in the data active = inhibition above about 15%; inconclusive = no clear call, values can overlap the other calls
Target sequence (Q9NXA8 whole entry, looked up): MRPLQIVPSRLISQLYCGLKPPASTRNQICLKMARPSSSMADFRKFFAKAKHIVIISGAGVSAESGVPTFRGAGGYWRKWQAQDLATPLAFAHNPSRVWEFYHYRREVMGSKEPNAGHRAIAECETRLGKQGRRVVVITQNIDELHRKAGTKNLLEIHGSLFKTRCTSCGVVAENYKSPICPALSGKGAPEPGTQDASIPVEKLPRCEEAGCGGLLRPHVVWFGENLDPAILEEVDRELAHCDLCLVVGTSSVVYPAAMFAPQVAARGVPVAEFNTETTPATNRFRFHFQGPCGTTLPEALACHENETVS
E-sel inducer = E-selectin induction in HUVECs, primary screen, imaging, HUVEC, immunofluorescence imaging, single point | 0.37% of 260,000 active | P16581 | normalized: neutral wells 0, TNF-alpha wells 100 | activation, % at 7.58 µM;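 active = mean E-selectin-positive cell signal at least 10% of the positive control, reached in at least 60% of replicates, without over 20% cell loss; inconclusive = no rule given, readout overlaps actives, possibly toxicity-flagged; inactive = the rest, including those meeting only one limit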;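 note: in these data hits start at about 27%; measured in HUVEC primary endothelial cells; signal is the percent of cells scored E-selectin positive by PE staining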
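Read-out basis: % PE-positive cells; Test system: HUVEC primary endothelial cells; Technique: immunofluorescence imaging; Dosing: single-point compound dose.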
ERp5 block = inhibitors of ERp5-driven insulin aggregation, primary screen, biochemical, turbidity, absorbance 650 nm, single point | Protein disulfide-isomerase A6 (Homo sapiens), Q15084 | 90 min | inhibition, % at 9.99 µM | 0.05% of 350,000 active;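 active = mean replicate inhibition above about 25%, with every replicate also reaching it, limit read from the data, passing the limit was not always enough; inconclusive = only one of those two criteria met; inactive = neither criterion met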
Target sequence (Q15084 whole entry, looked up): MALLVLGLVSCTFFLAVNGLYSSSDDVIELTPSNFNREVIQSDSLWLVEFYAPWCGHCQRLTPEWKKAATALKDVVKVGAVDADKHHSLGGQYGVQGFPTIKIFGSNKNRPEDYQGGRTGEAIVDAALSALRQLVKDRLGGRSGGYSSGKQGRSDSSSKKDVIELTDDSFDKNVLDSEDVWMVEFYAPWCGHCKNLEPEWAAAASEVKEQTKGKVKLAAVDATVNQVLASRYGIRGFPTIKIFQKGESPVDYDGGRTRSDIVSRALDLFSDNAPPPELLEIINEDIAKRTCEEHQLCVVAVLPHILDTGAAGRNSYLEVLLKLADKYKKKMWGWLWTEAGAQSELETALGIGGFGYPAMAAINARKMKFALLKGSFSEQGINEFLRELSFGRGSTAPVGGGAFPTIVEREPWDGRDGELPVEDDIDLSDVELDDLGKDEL
* marks the source's active call; other numbers are inactive results; ? = inconclusive; · = not tested or not shown; & = joins results of further samples. This is a subset, so the mix of outcomes need not match the whole.

The opening 2 entries, to show the layout:
SMILES	C2C12 statin	S100A4 inh HTS	DENV2 CPE rescue	PglD DTNB	SIRT5 inh	E-sel inducer	ERp5 block
Cn1c(NCc2cccnc2)nc2c1c(=O)n(Cc1ccccc1F)c(=O)n2C	-1	2	·	3	-4	·	5
CC(Sc1ccccc1F)C(=O)Nc1cccc(S(=O)(=O)N2CCOCC2)c1 (stereo not given)	5	0	3	-8	-2	·	-6

Results, repeating the preview:
SMILES	C2C12 statin	S100A4 inh HTS	DENV2 CPE rescue	PglD DTNB	SIRT5 inh	E-sel inducer	ERp5 block
Cn1c(NCc2cccnc2)nc2c1c(=O)n(Cc1ccccc1F)c(=O)n2C	-1	2	·	3	-4	·	5
CC(Sc1ccccc1F)C(=O)Nc1cccc(S(=O)(=O)N2CCOCC2)c1 (stereo not given)	5	0	3	-8	-2	·	-6
O=C(CCCn1cnc([N+](=O)[O-])n1)Nc1cccc2ccccc12	13	0	1	-2	-5	-0.1	6
Cc1ccc(OCCC(=O)NNC(=O)c2ccc(Br)cc2)cc1	-2	-42	-4	-4	-1	-0.5	-1
C/C=C/c1ccc2c(c1)O[C@H](CN(C)Cc1ccncc1)[C@H](C)CN([C@H](C)CO)S2(=O)=O	-5	1	-2	0	2	0.2	8
C[C@@H]1CCCCO[C@@H](CN(C)C(=O)NC2CCCCC2)[C@@H](C)CN([C@H](C)CO)C(=O)c2cc(N(C)C)ccc2O1	17	10&-21&25	-6&-3&-1	-2&6	1&6&5	-0.3&-0.2	-2&1&-8
Fc1ccc(CSc2ncnc3scc(-c4ccccc4)c23)cc1	·	0	-5	0	-4	0.6	-5
CCOC(=O)C1CCN(C(=O)COC(=O)c2ccccc2OCC)CC1	2	-1	-1	6	-1	-0.1	2
CCCN1C[C@@H](C)[C@@H](OC)CN(C)C(=O)c2cc(NS(=O)(=O)CC)ccc2OC[C@@H]1C	-18	-1	-2	1	3	-0.2	-1
COc1ccc(CC(=O)NC(C)c2ccc(S(N)(=O)=O)cc2)cc1S(=O)(=O)N1CCOCC1 (stereo not given)	-2	0	-1	-1	-1	-0.1	-2
O=[N+]([O-])c1cccc2c(S(=O)(=O)N3CCOCC3)cccc12	2	-1	15	5	0	0.1	2
O=C1CCCC(O)=C1N=Nc1ccc(Cl)c(Cl)c1	12	2	-1	6	1	0.2	-2
COc1ccc(CCNc2cc(C)nc3c(-c4ccccc4)cnn23)cc1OC	·	13	-1	·	8	0.7	0
Cc1cc(C)cc(N(C(=O)CNC(=O)c2ccco2)C(C(=O)NC2CCCC2)c2ccncc2)c1 (stereo not given)	-3	4	?	2	-3	0.1	8
C[C@H](CO)N1C[C@H](C)[C@H](CN(C)Cc2ccccc2)Oc2c(NC(=O)CCCCCC(=O)Nc3ccccc3N)cccc2C1=O	·	108*	2	·	2	0.2	-4
CCc1nnc(NS(=O)(=O)c2ccc(NC(=O)c3cccc(Cl)c3)cc2)s1	4	-6	2	·	·	4.7	0
CCCC(=O)Nc1ccc2c(c1)OC[C@@H](C)N(C(=O)CC1CC1)C[C@H](C)[C@@H](OC)CN(C)C2=O	3	12	2	-1	2	-0.1	-1
C[C@H](NC(=O)OC(C)(C)C)c1nnc(SCC(=O)Nc2cccc(Cl)c2)o1	1	0	6	-2	-27	·	·
COC(=O)c1[nH]c(=O)c2ccccc2c1O	13	-10	·	-2	·	·	·
Cn1c(N2CCOCC2)c(C#N)c2ccccc21	-4	-12	6	-4	-1	·	1
CCOc1ccc(NC(=O)CN(C)C(=O)CC2CC3CCC2C3)cc1OCC (stereo not given)	5	14	-9	0	-3	1.9	6
C[C@H](CO)N1C[C@H](C)[C@H](CN(C)C(=O)Nc2ccccc2)Oc2ccc(NC(=O)CCCN(C)C)cc2C1=O	-20	1	-2	9	·	-0.4	1
COc1ccc(NC(=O)c2cccnc2)cc1OCC(C)C	-1	0	-3	6	2	·	1
O=C(NC(c1cccnc1)c1ccc2c(c1)OCO2)C1CCN(CCOc2ccc(Cl)cc2Cl)CC1 (stereo not given)	-5	-4	-5	4	·	-0.2	-1
COc1ccc(CN(C)C[C@H]2OCCCC[C@H](C)Oc3ccc(NS(=O)(=O)c4ccc(F)cc4)cc3C(=O)N([C@@H](C)CO)C[C@@H]2C)cc1	·	5	9	0	-3	·	5
SMILES	C2C12 statin	S100A4 inh HTS	DENV2 CPE rescue	PglD DTNB	SIRT5 inh	E-sel inducer	ERp5 block
Cc1ccccc1CN1[C@@H](C)[C@H](c2ccccc2)Oc2cccc(NCCc3ccccc3)c2S1(=O)=O	·	40	0	·	-3	-0.2	3
CCOc1ccc(C(=O)Nc2nc3ccccc3[nH]2)cc1OCC	·	-14	18	·	3	0.1	6
C[C@@H]1CCCCO[C@@H](CN(C)CC2CCCCC2)[C@@H](C)CN([C@H](C)CO)C(=O)c2cc(NC(=O)CCC(F)(F)F)ccc2O1	·	·	63*	0	·	0.6	·
CC(=O)c1ccc(OCC(=O)OCC(=O)NCc2ccco2)cc1	9	1	-1	4	-1	-2.1	·
Cc1ccc(NC(=O)Cn2c(C)csc2=O)cc1	-7	-7	0	·	4	-0.3	2
CCCCCCCCC(=O)NCCOc1ccc(OC)cc1	10	·	·	0	·	-1.1	·
C[C@@H]1CN([C@H](C)CO)C(=O)c2cccc(NS(=O)(=O)c3cccs3)c2O[C@@H]1CN(C)CC1CC1	19	-11	1	-2	·	1.1	-4
CCC(=O)N1[C@@H]2c3ccc(-c4cccc(F)c4)c(=O)n3C[C@@H]2[C@@H](CO)[C@@H]1C(=O)N1CCCCC1	·	3	-6	·	-27	-0.1	-3
CC(=O)c1ccc(OCc2cc(C(=O)N3CCN(c4ccccc4)CC3C)no2)cc1 (stereo not given)	31	-6	0	3	-2	·	·
CC(=O)c1c(Nc2cccc(F)c2)oc(C)cc1=O	·	1	-2	3	-3	·	3
O=C(NC1CCS(=O)(=O)C1)/C(=C\c1ccc(F)cc1)NC(=O)c1ccccc1 (stereo not given)	·	6	·	·	9	·	2
COc1cc(/C=N/NC(=O)c2ccncc2)ccc1OC(=O)c1ccccc1Cl	·	-21	2	·	3	·	-3
CCN(C[C@H]1N[C@@](C)(C(=O)OC)[C@H]2C(=O)N(Cc3ccccc3)C(=O)[C@@H]12)S(=O)(=O)c1ccc(C)cc1	2	15	-2	-1	2	·	0
COc1cc(OC)cc(C(=O)NCCOC23CC4CC(CC(C4)C2)C3)c1	-9	3	-1	-1	0	1.6	10
COc1ccc(NC(=O)N2CCCCN3[C@H](CO)[C@H](c4ccc(C#Cc5ccccn5)cc4)[C@H]3C2)cc1	4	19	6	0	-3	-0.3	-5
CCCN1CCC(C(=O)NC(c2ccc(F)cc2)c2ncccc2C)CC1 (stereo not given)	-6	1	-4	5	·	0.1	2
C[C@H](O)C#Cc1ccc([C@H]2[C@@H](CO)N3CCCCN(S(=O)(=O)Cc4ccccc4)C[C@H]23)cc1	11	3	-1	7	0	-0.4	-4
CCc1cccc(C)c1NC(=O)c1cccnc1	2	-4	?	6	-2	-0.1	2
CCCC#Cc1ccc2c(c1)O[C@H](CN(C)C(=O)c1ccccc1)[C@@H](C)CN([C@@H](C)CO)S2(=O)=O	-51	9	5	2	5	0.5	4
CN1OC[C@@H]2CN[C@H](c3cccc(Oc4ccccc4)c3)C[C@@H]21	-2	-7	-8	0	2	-1.6	-1
O=C1CC(N2CCSCC2)C(=O)N1c1ccc(F)cc1 (stereo not given)	14	-2	2	-3	3	-0.3	1
O=c1oc2c(CN3CCCCC3)c(O)ccc2c2c1CCCCC2	-3	-14	·	1	·	·	·
O=C(CSc1nnc(-c2cccnc2)o1)Nc1cccc(Cl)c1	13	-6	3	6	3	·	-3
C[C@H]1CN([C@@H](C)CO)C(=O)Cc2cc(NS(=O)(=O)c3ccc(Cl)cc3)ccc2O[C@@H]1CN(C)C(=O)Nc1cccc2ccccc12	-17&8	-4&-3	-2&-10	0&-5	1&0	2.2&-0.5	-6&-2
CC(C)NC(=O)Nc1ccc2c(c1)CC(=O)N([C@@H](C)CO)C[C@H](C)[C@@H](CN(C)S(=O)(=O)c1cn(C)cn1)O2	-3	-1	3	-1	-5	?	1
SMILES	C2C12 statin	S100A4 inh HTS	DENV2 CPE rescue	PglD DTNB	SIRT5 inh	E-sel inducer	ERp5 block
CN1C(=O)c2cc(NC(=O)Cc3ccccc3)ccc2OC[C@@H]2O[C@H](CC(=O)O)CC[C@@H]21	-23	9	?	-3	-5	-0.1	0
Cc1nc2scc(C)n2c(=O)c1S(=O)(=O)NCCc1ccccc1	1	-1	?	0	11	·	3
CCCCCCCCn1cnc2c(N)c(C)c(C)cc21	11	-4	0	4	-1	·	2
COc1ccc(CN(C)CC(=O)NC(=O)NCc2ccccc2)cc1OC	·	2	-2	·	-2	·	1
CCOc1ccc(C(=O)c2nc3c(n2O)CCCC3)cc1	6	0	10	4	4	·	-7
CC(C)CC#Cc1ccc2c(c1)O[C@@H](CN(C)C(=O)C1CCCCC1)[C@H](C)CN([C@@H](C)CO)S2(=O)=O	-14	-16	3	0	17*	-1.0	1
O=C(NC1CCCCC1)N1CC(=O)N2[C@@H](CO)[C@@H](c3ccc(-c4ccccc4)cc3)[C@@H]2C1	·	-2	-2	·	1	-0.1	4
COc1ccccc1NC(=O)CSc1nnc(CNC(=O)c2cccs2)o1	-2	-7	-7	-1	0	·	2
COc1ccccc1C(=O)NCC(=O)N1CCN(C/C=C/c2ccccc2)CC1	2	-2	-8	-5	-3	·	-1
Cc1ccc(S(=O)(=O)N[C@H]2CC[C@@H](CC(=O)NC3CCCCC3)O[C@H]2CO)cc1	-2	-18	-1	0	-3	0.1	2
CC(=O)Nc1cccc(-c2ccnc3c2CC(C)(C(=O)NCCC(F)(F)F)O3)c1 (stereo not given)	-19	-2	-11	-3	-5	0.5	2
Cc1cc(C)cc(NC(=S)N(CCCN2CCN(C)CC2)Cc2cccs2)c1	-3	0	2	6	-1	-1.0	1
Cc1cc(C)n2nc(CCCO)nc2n1	2	-7	2	-2	-1	·	-5
O=C(NC1CCCc2ccccc21)c1ccccc1Cl (stereo not given)	-2	12	·	1	-1	0.0	-9
COc1cc(C=C2Cc3ccccc3C2=O)cc(OC)c1OC	·	-1	-10	·	1	0.8	-5
CN(C(=O)COC(=O)c1ccccc1C(=O)N(C)c1ccccc1)c1ccccc1	-8	-4	3	6	-4	0.8	-17
Cc1cccc(Nc2ncnc(N)c2[N+](=O)[O-])n1	6	0	-1	-21	1	·	3
Cn1ncc2c(NCc3cccc(C(F)(F)F)c3)c(C(=O)O)cnc21	·	-2	·	·	4	1.1	4
CCOC(=O)c1c(-c2ccc(C)cc2)csc1NC(=O)c1cccc(N2C(=O)CCC2=O)c1	·	-1	6	-13	-4	·	0
CCN(CC(=O)Nc1cc(S(=O)(=O)N2CCOCC2)ccc1C)Cc1ccccc1	5	-3	-2	3	3	·	1
CCc1nc2c(OCc3ccc(OC)cc3)cccn2c1N(C)C(=O)c1ccc(OC)cc1	-7	-7	6	3	-1	-0.1	2
O=C(C[C@H]1C=C[C@H](NC(=O)Nc2ccc3c(c2)OCO3)[C@@H](CO)O1)NCc1ccc(F)cc1	-13	4	-5	1	0	-0.4	1
COc1c(F)c(F)c(C(=O)O)c(Nc2ccc(C)cc2C)c1F	0	5	-1	·	-2	1.8	2
